Screens deposited in PubChem by National Center for Advancing Translational Sciences (NCATS).
A-T KAP1 phos: potential ataxia-telangiectasia treatments restoring KAP-1 phosphorylation. […] A-T fibroblasts, KAP-1 phosphorylation AlphaLISA; neocarzinostatin DNA damage 30 min before lysis. Potency, µM (top dose mostly 57.5 µM), inactives show top-dose activation, usual class: activators. 320,000 compounds, 0.19% hits. AID 485349; also: potency is read from the fitted curve at half-maximal effect; % of control where 0% means no effect; nearly all actives have a fitted effect of over 45% in size
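ATM-like activity read as KAP-1 phosphorylation via AlphaLISA donor/acceptor antibody pairs after lysis and 6 hr at 25C. Cells were ATM-null patient fibroblasts ([…], hTERT), dosed 60 min, then exposed to the DSB inducer NCS for 30 min.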
KCNH2 3.1 block: blocks the human KCNH2 3.1 channel isoform. AID 720553. U2OS KCNH2 3.1, thallium flux FluxOr; stronger effect = lower value. 340,000 compounds, 0.95% hits. activity change, % (tested at about 1.8 µM);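 active = maximum activity change below -70%; inconclusive = maximum activity change from -70% to -50%; inactive = maximum activity change above -50%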;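 also: thallium influx rate constant from kinetic fluorescence after stimulation buffer; % is scaled to controls: 0 for no effect and ±100 for the full control effect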
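Measured as rate of thallium-driven FluxOr signal in transduced U2OS cells carrying the 3.1 channel, read kinetically for 2 min upon stimulation; values are rate constants scaled to DMSO control wells.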
TSHR antagonist: human thyrotropin receptor antagonism; P16473; AID 504810; TSHR-expressing cells, TSH-stimulated cAMP HTRF, 2 h; stronger effect = lower value; activity change, negative = inhibition, % at 11.5 µM; 330,000 compounds, 0.2% hits;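 active = activity change below a set negative limit, meaning inhibition stronger than a set level, cut at about -70% in these data; inconclusive = activity change between two set negative limits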; also: % is scaled to controls: 0 for no effect and ±100 for the full control effect
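TSHR-expressing cells were treated with compounds, then stimulated with TSH at EC80 (4nM final) for 2 hours at 37 deg C. Cellular cAMP was measured by HTRF competition between lysate cAMP and cAMP-d2 for a cryptate-labelled anti-cAMP antibody.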
TRPV1 ag: agonists of human vanilloid receptor 1 (TRPV1) | 320,000 compounds, 0.19% hits | activation, % at 8.33 µM | TRPV1-expressing cells, Fluo-8 calcium influx, agonist mode | Q8NER1 | AID 540275; in the data active = activation above about 80%; inconclusive = between about 30% and that limit; also: 0% is about no effect
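Fluo-8 calcium influx in TRPV1-expressing cells, kinetic read (ex 480/em 520 nm). Compound added and read 3 min for agonist activity, followed by capsaicin at EC20 final and 2 min further read for enhancement.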
ELG1 repair inh: ELG1-dependent DNA repair inhibition; HEK293T ELG1-luciferase reporter, luminescence, 16 h; DNA damage induced by 5-fluorouridine; Potency, µM (series often up to 46.1 µM), without a hit: at the top dose activity change, negative = inhibition, hits mostly inhibitors; 330,000 compounds, 2.3% hits; AID 504467; also: potency is read from the fitted curve at half-maximal effect; % is scaled to controls: 0 for no effect and ±100 for the full control effect; nearly all actives have a fitted effect of over 55% in size
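Overnight (16 hr) co-exposure of 2,000 cells/well to 5-fluorouridine and compound at 37 °C preceded detection. Luciferase was quantified via ONE-Glo luminescence; loss of signal denotes inhibition.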
KCNH2 WT inh: inhibitors of human wildtype KCNH2 potassium channel; Q12809; 340,000 compounds, 0.37% hits; activity change, % at 1.84 µM; U2OS, BacMam KCNH2, thallium flux FluxOr; stronger effect = lower value;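 active = maximum activity change below -70%; inconclusive = maximum activity change between -70% and -50%; inactive = maximum activity change above -50%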; also: % is scaled to controls: 0 for no effect and ±100 for the full control effect
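U2OS cells were transduced with wild-type KCNH2 virus (2.03 x 10^8 / mL) for 4 h at room temperature, then cultured overnight at 37 C. Thallium flux was read with FluxOr dye. Rate constants were normalized to DMSO controls.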
TCR activator: activators of T cell receptors; primary human leukocytes, anti-CD3, IL-2 HTRF, 48 h; Potency, µM (top dose mostly 9.22 µM), without a hit: at the top dose activation of IL-2 secretion, most hits filed as activators; 330,000 tested, under 10 active; AID 504894; also: % of control where 0% means no effect
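TCR engagement came from a-CD3 beads alone, with compounds added to primary human leukocytes for 48 hr. Secreted IL-2 bridged europium cryptate- and d2-labelled anti-IL-2 antibodies, giving FRET emission at 665nm after 320nm excitation.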
USP2a inh: blocks human ubiquitin-specific protease USP2a; USP2 core, Ub-CHOP2 coupled fluorogenic reporter, 485/531; Potency, µM (series often up to 38.3 µM), for inactives: at the highest dose activity change, negative = inhibition, most hits filed as inhibitors; 330,000 compounds, 0.01% hits;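 also: potency is read from the fitted curve at half-maximal effect; plate controls were DMSO wells for no effect and full inhibition by NEM control for full effect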
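Cell-free coupled assay: 10nM USP2 core preincubated 30min RT with compound in Tris-HCl pH 8.0/CaCl2/CHAPS buffer, then 25nM Ub-CHOP2 and 25nM reporter substrate; fluorescence (Ex 485/Em 531) read after 60min RT, normalized to NEM inhibition, concentration-response curves fitted.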
Eya2 inh: blocks the phosphatase activity of human Eya2. Potency, µM (series often up to 76.9 µM), for inactives: top-dose activity, negative = inhibition, actives largely listed as inhibitors. 330,000 compounds, 0.006% hits. O00167. recombinant Eya2, OMFP fluorescence dephosphorylation (OMFP is methylfluorescein phosphate); also: potency is read from the fitted curve at half-maximal effect; % is scaled to controls: 0 for no effect and ±100 for the full control effect
Target sequence (O00167 whole entry, looked up): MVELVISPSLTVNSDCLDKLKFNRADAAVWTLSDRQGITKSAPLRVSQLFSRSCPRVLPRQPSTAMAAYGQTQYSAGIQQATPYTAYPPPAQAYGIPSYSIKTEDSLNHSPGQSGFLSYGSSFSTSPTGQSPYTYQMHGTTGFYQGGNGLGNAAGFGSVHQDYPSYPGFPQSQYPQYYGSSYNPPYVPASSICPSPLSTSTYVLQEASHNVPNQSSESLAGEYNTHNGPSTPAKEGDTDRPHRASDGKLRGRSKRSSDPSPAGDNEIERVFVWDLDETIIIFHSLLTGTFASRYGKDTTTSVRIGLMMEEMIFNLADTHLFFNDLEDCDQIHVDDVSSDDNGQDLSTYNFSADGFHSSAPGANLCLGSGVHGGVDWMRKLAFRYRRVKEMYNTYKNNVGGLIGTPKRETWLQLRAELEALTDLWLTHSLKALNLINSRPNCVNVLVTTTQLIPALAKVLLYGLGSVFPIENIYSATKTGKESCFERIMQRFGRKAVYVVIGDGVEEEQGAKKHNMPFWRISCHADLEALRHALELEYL
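Eya2 (0.2 uM) preincubated 10 min at ambient with compound, then OMFP substrate added at 50 uM; 10 min reaction in 50 mM HEPES pH 7.5, 50 mM NaCl, 5 uM MgCl2, 0.05% BSA, 1 mM DTT. Fluorescence read at Ex 485/Em 525 nm.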
Mito fusion yeast: blocks mitochondrial division or promotes mitochondrial fusion; S. cerevisiae fusion-defective mutant growth rescue, CellTiterGlo 48 h; Potency, µM (top dose mostly 46.1 µM), for inactives: at the highest dose growth rescue (activation), usual class: activators; 320,000 compounds, 0.23% hits;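 also: potency is read from the fitted curve at half-maximal effect; % of control where 0% means no effect; nearly all actives have a fitted effect of over 45% in size; temperature-sensitive fusion mutants such as fzo1-1 at 37 °C on non-fermentable ethanol glycerol medium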
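Luminescent cell viability in 1536-well qHTS format served as the measure of rescued growth in ts fusion-mutant S. cerevisiae cultured on non-fermentable YPEG for 48 hours at 37C.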
* = called active by the depositor; u = inconclusive; x = no result given; [ ] = remark or other dose. Unless noted, calls follow the shape of the dose curve; as a rule, active = well fitted curve in the direction sought with a large enough effect; inconclusive = small, poorly fitted or top-dose-only effect, or another doubt; inactive = no such curve, though single readings can be large; an effect the other way counts as inactive or inconclusive. A portion of the library; count on the stated rates, not on these rows.

The opening four records (preview)
SMILES	A-T KAP1 phos	KCNH2 3.1 block	TSHR antagonist	TRPV1 ag	ELG1 repair inh	KCNH2 WT inh	TCR activator	USP2a inh	Eya2 inh	Mito fusion yeast
Cc1cc(NC(=O)CCC(=O)N(CC(=O)NCC2CCCO2)c2ccc(C(C)C)cc2)no1 (centres undefined)	2.9%	-6.8	6.1	2.8	-3.4%	-10.8	3.3%	0.3%	3.9%	-6.0%
O=S(=O)(O)c1nnc2sc3ccccc3n12	-5.3%	14.2	4.1	1.3	11.2%	0.1	-5.6%	-0.9%	10.2%	-0.5%
COc1ccc(N2CCN(Cc3cc(=O)c(OCC(=O)NC4CCCC4)co3)CC2)cc1	9.3%	-1.4	-4.6	-0.9	1.7%	-9.5	-9.2%	-0.6%	1.8%	-1.8%
O=C1CCCc2[nH]nc(-c3cccnc3)c21	-2.4%	1.7	14.0	-1.0	-1.5%	3.3	2.0%	-1.3%	7.1%	-1.2%

This part in full, repeating the preview:
SMILES	A-T KAP1 phos	KCNH2 3.1 block	TSHR antagonist	TRPV1 ag	ELG1 repair inh	KCNH2 WT inh	TCR activator	USP2a inh	Eya2 inh	Mito fusion yeast
Cc1cc(NC(=O)CCC(=O)N(CC(=O)NCC2CCCO2)c2ccc(C(C)C)cc2)no1 (centres undefined)	2.9%	-6.8	6.1	2.8	-3.4%	-10.8	3.3%	0.3%	3.9%	-6.0%
O=S(=O)(O)c1nnc2sc3ccccc3n12	-5.3%	14.2	4.1	1.3	11.2%	0.1	-5.6%	-0.9%	10.2%	-0.5%
COc1ccc(N2CCN(Cc3cc(=O)c(OCC(=O)NC4CCCC4)co3)CC2)cc1	9.3%	-1.4	-4.6	-0.9	1.7%	-9.5	-9.2%	-0.6%	1.8%	-1.8%
O=C1CCCc2[nH]nc(-c3cccnc3)c21	-2.4%	1.7	14.0	-1.0	-1.5%	3.3	2.0%	-1.3%	7.1%	-1.2%
CCCOc1ccc(N2C(=O)CC(N(Cc3ccco3)C(C)=O)C2=O)cc1 (centres undefined)	-1.5%	2.1	4.2	0.6	-1.9%	-11.8	-4.2%	3.7%	10.9%	1.8%
COc1ccc(CN2C[C@H](Cc3ccccc3)[C@@H](CC(=O)Nc3ccccc3)C2=O)cc1	-2.0%	-4.6	0.9	25.7	u	4.3	0.1%	-7.3%	9.2%	20.1%
CCCCc1nc2ccccc2c(=O)n1NC(=O)c1c(O)c2c(n(CC(C)C)c1=O)CCCC2	0.3%	1.2	16.4	2.9	u	3.3	3.5%	-1.5%	2.9%	8.0%
COc1ccc(OC)c(-n2c(=S)[nH]c3c(sc(=S)n3-c3ccccc3)c2=O)c1	-3.3%	9.6	12.8	-1.7	22.2%	2.4	-3.7%	1.0%	1.1%	-0.4%
CCc1ccc(C(=O)Cn2ccsc2=N)cc1	2.8%	-2.6	-9.4	17.1	u	-7.3	-0.4%	-2.2%	-5.5%	-1.6%
CCN(C(=O)c1cn(C)c(=O)c2ccccc12)c1ccccc1F	11.8%	0.6	4.3	-10.1	28.2%	4.8	-1.9%	2.1%	-5.0%	11.7%
COCCCNC(=S)N1CCN(C(=O)C(=O)Nc2ccc(C(=O)OC)cc2)CC1	1.2%	-4.1	-10.6	2.5	3.9%	9.9	-5.2%[46.1 µM]	-1.2%	1.0%	-3.4%
Cc1nn(C/C(C#N)=N\O)c(C)[n+]1N	3.2%	18.0	12.5	-1.0	11.7%	-1.5	x	-0.3%	24.6%	-0.3%
COc1ccc(NC(=O)CN(C)C(=O)c2ccc(S(=O)(=O)Nc3ccccc3C)cc2)cc1	3.6%	-2.7	-6.2	-1.3	-7.9%	8.2	-1.7%	-0.4%	3.9%	0.1%
COc1ccccc1CN1CC(C(=O)N(C)Cc2ccncc2C)CCC1=O (centres undefined)	13.8%	-12.2	22.4	-5.6	-5.9%	8.6	-2.2%	-1.6%	4.9%	-0.7%
O=C(Nc1ccccc1)N1CCCC(CNS(=O)(=O)Cc2ccccc2)C1 (centres undefined)	-0.4%	8.2	4.7	5.6	10.9%	16.7	-1.9%	1.9%	2.6%	0.4%
Cc1ccc(NC(=O)CCCNC(=O)c2ccc(Cl)cc2)cc1S(=O)(=O)N1CCCCC1	3.1%	-20.7	3.8	6.7	-7.1%	11.3	-4.5%	1.7%	23.2%	-0.4%
c1ccc(OCCSc2nnnn2C2CCCCC2)cc1	5.3%	-1.5	-6.8	27.3	u	2.2	1.8%	-0.1%	-18.7%	5.7%
CCCCN(Cc1ccccc1)S(=O)(=O)c1ccc2c(c1)n(C)c(=O)c(=O)n2C	77.2%	-16.9	-14.6	x	3.0%	0.3	10.9%	-4.1%	19.9%	0.0%
COc1ccc(C2/C(=C(/O)c3ccccc3)C(=O)C(=O)N2c2ccccn2)cc1OC (centres undefined)	-3.3%	-12.9	0.2	-0.3	13.6%	-1.2	-0.8%	0.0%	-4.1%	-1.1%
Cc1nc2nc(-c3ccccc3)cn2nc1C	x	4.6	x	2.5	x	-2.7	-21.0%	x	x	-5.2%
O=C(Cn1cnc(S(=O)(=O)N2CCCC2)c1)Nc1ccccc1	-5.5%	-4.9	7.0	0.3	16.9%	-4.7	-8.7%	0.9%	-7.7%	0.1%
Cc1ccc(Nc2nc(-c3c(C)nc4ccccn34)cs2)cc1	-2.9%	-78.0*	-10.1	8.3	u	-24.0	7.5%	-11.2%	11.5%	-6.3%
COC(=O)C(OC(=O)c1ccccc1)C(C)Br (centres undefined)	-1.5%	x	20.1	-1.1	u	x	4.4%	-1.4%	-10.2%	-0.8%
Nc1ccc(OCCCc2c(N)nc(N)nc2N)cc1	-1.6%	7.5	-3.7	-2.6	u	1.5	4.6%	-14.2%	5.4%	-6.8%
CCc1cc2cc(C)ccc2nc1SCC(=O)NC1CCCC1	-0.4%	-14.7	3.2	u	-3.2%	44.8	4.8%	-0.1%	3.5%	-18.3%
Cc1csc(=O)n1CC(=O)OCC(=O)Nc1cc([N+](=O)[O-])ccc1Cl	-4.9%	12.8	2.3	0.5	-1.3%	0.1	0.8%	0.5%	-9.4%	-6.0%
C=CCn1c(-c2oc3nc(-c4ccccc4)cc(-c4ccccc4)c3c2N)n[nH]c1=S	3.3%	-5.7	-18.1	3.3	u	-7.5	-1.4%[46.1 µM]	0.2%	6.5%	-11.2%
Cc1ccc(CNC(=O)Nc2ccccc2)n1C	-6.5%	14.1	4.1	-0.8	u	-4.2	-2.0%	3.7%	2.2%	-11.7%
O=C(O)CCNC(=O)COc1ccc2c3c(c(=O)oc2c1)CCCC3	-5.7%	-6.4	-8.1	4.0	1.4%	-7.8	-4.7%	-1.5%	-26.3%	7.1%
O=C(COC(=O)c1cc(=O)c2ccccc2o1)NCC1CCCCC1	3.6%	1.3	13.9	1.2	-3.3%	-0.8	3.9%	-9.1%	10.1%	2.4%
CCNc1c(NS(=O)(=O)c2ccc(OC)cc2)c(=O)oc2ccccc12	-2.1%	14.7	5.4	-1.4	11.2%	14.2	-0.9%	1.5%	2.7%	4.5%
CC(C)N(Cc1ccccc1)C(=O)c1cccs1	-6.5%	-12.2	-4.6	1.6	-1.7%	0.4	9.0%	-0.5%	-11.9%	-1.1%
Cc1ccc2[nH]c(=O)c(CN(CCCO)S(=O)(=O)c3c(C)ccc4nsnc34)cc2c1	-5.2%	7.0	0.4	-3.0	-20.7%	10.2	1.2%	3.6%	-0.7%	-6.1%
COc1ccc(OC)c(NC(=O)CSc2nnnn2C2CCCC2)c1	3.7%	u	14.8	3.3	-1.5%	4.4	-1.5%	1.2%	-10.9%	-15.7%
CCCCNC(=S)N=Nc1c(O)n(Cc2ccccc2)c2ccccc12	-8.4%	3.1	-7.7	0.8	-2.5%	-0.3	-8.0%[46.1 µM]	1.7%	1.7%	-7.3%
CC1CCCCC1NC(=O)CCc1nc2sc3c(c2c(=O)[nH]1)CCCC3 (centres undefined)	1.1%	-19.4	-8.7	1.8	1.9%	13.1	9.8%	1.7%	-1.9%	2.5%
Cc1cc(C)cc(OCC(=O)Nc2ccc(-n3cnnn3)cc2)c1	-4.5%	3.2	-1.5	25.3	17.2%	10.6	-6.2%	1.8%	-15.7%	-11.4%
CCN(CC)C(=O)/C(=C/c1ccc(F)cc1)NC(C)=O	-8.5%	1.0	6.6	2.5	-9.7%	-3.0	-1.8%[46.1 µM]	3.0%	7.9%	-2.2%
COC(=O)C1=C(C)Nc2nc3ccccc3n2C1c1ccccc1F (centres undefined)	0.0%	-8.3	1.8	0.0	-7.8%	6.2	-2.8%	2.1%	u	-5.8%
CCn1c(COc2ccc(Cl)c(C)c2)nnc1SCC(=O)N1CCCC1	-8.1%	-3.6	-9.1	5.2	-18.7%	5.7	-4.2%	-4.4%	6.5%	-2.0%
